PKM2 act = qHTS Assay for Activators of Human Muscle isoform 2 Pyruvate Kinase. Pyruvate kinase PKM (Homo sapiens), P14618. purified PKM2, Kinase-Glo ATP luminescence, activation; response scale: 0% is enzyme alone, no compound. Potency, µM (highest dose often 57.5 µM), for inactives: at the highest dose activation, actives largely listed as activators. 260,000 compounds, 0.34% hits; note: potency is the fitted concentration of half-maximal effect; % is set by controls: 0 for no effect and ±100 for the full control effect; nearly all actives have a fitted effect of over 55% in size
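Kinase-Glo luminescence reports ATP generated from ADP (0.1 mM) and PEP (0.5 mM) by purified hPK-M2 after 1 h at room temperature, pH 7.2 imidazole buffer; intermediate enzyme activity allows detecting inhibitors and activators.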
GALK inhibitor = qHTS Assay for Inhibitors of Human Galactokinase (GALK) | Purified GALK, Kinase-Glo residual ATP luminescence | P51570 | 270,000 compounds, 0.007% hits | Potency, µM (series often up to 57.5 µM), for the others: at the top dose activity change, negative = inhibition, hits mostly inhibitors; note: potency is the fitted concentration of half-maximal effect; % is set by controls: 0 for no effect and ±100 for the full control effect
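Galactose (100 uM) and ATP (35 uM) were turned over by 5 nM GALK for 1 h at RT. Kinase-Glo Plus then converted the remaining ATP into a luminescent signal.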
BCR signal inh = qHTS Assay to Find Inhibitors of Chronic Active B-Cell Receptor Signaling; ABC-DLBCL IkBa-CBG/CBR reporter, luminescence ratio, 4 h; Potency, µM (top dose mostly 46.1 µM), inactives show at the top dose ratio change, negative = lower green/red ratio, hits mostly inhibitors; 340,000 compounds, 0.05% hits; AID 493014, 2011; active = well fitted inhibition curve with a large enough effect in the signal ratio, with a control signal flat, not every such curve was filed as active; inconclusive = small, poorly fitted or top-dose-only effect, or effect the other way, or a change in a side signal; the % refers to the signal ratio;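 note: potency is the fitted concentration of half-maximal effect; plate controls were basal doxycycline-induced cells for no effect and cells given 10 µM MG132 for full effect; MG132 reads +100%, hits lower the ratio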
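Doxycycline induced both beetle luciferases in TMD8 lymphoma cells; IKK-driven degradation limits the IkappaBalpha-fused green signal, while red luminescence normalises for cell number and nonspecific effects. Compounds tested up to 46 uM, 4 hrs.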
Mito fusion yeast = qHTS Assay for Small Molecule Inhibitors of Mitochondrial Division or Activators of Mitochondrial Fusion | Potency, µM (series often up to 46.1 µM), without a hit: at the top dose growth rescue (activation), hits mostly activators | AID 485298, 2010 | S. cerevisiae fusion-defective mutant growth rescue, CellTiterGlo 48 h | 320,000 compounds, 0.23% hits;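 note: potency is the fitted concentration of half-maximal effect; % of control where 0% means no effect; nearly all actives have a fitted effect of over 45% in size; temperature-sensitive fusion mutants such as fzo1-1 at 37 °C on non-fermentable ethanol glycerol medium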
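S. cerevisiae fusion-defective temperature-sensitive mutants (e.g. fzo1-1, mgm1-5) grown 48 h at 37C in YPEG (ethanol/glycerol non-fermentable) medium with 23 nl compound per well; growth rescue read as CellTiterGlo luminescence.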
Eya2 inh = qHTS Assay for Inhibitors of the Phosphatase Activity of Eya2; recombinant Eya2, OMFP fluorescence dephosphorylation (OMFP is methylfluorescein phosphate); Potency, µM (doses to about 76.9 µM), for inactives: at the top dose activity, negative = inhibition, hits mostly inhibitors; 330,000 compounds, 0.006% hits; AID 488837, 2010; note: potency is the fitted concentration of half-maximal effect; % is set by controls: 0 for no effect and ±100 for the full control effect
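Eya2 protein (added as 0.2 uM solution) was preincubated with compound for 10 min at ambient temperature in 50 mM HEPES pH 7.5, 50 mM NaCl, 5 uM MgCl2, 0.05% BSA, 1 mM DTT. OMFP (added at 50 uM) then reacted 10 min; fluorescence read at 485/525 nm.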
USP2a block = qHTS Assay for Inhibitors of Ubiquitin-specific Protease USP2a Using CHOP2 as the Reporter. USP2 core, Ub-CHOP2 coupled fluorogenic reporter, 485/531. Potency, µM (series often up to 38.3 µM), for inactives: top-dose activity change, negative = inhibition, usual class: inhibitors. 330,000 compounds, 0.01% hits. AID 463254, 2010;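 note: potency is the fitted concentration of half-maximal effect; plate controls were DMSO wells for no effect and full inhibition by NEM control for full effect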
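Cell-free coupled assay: 10nM USP2 core preincubated 30min RT with compound in Tris-HCl pH 8.0/CaCl2/CHAPS buffer, then 25nM Ub-CHOP2 and 25nM reporter substrate; fluorescence (Ex 485/Em 531) read after 60min RT, normalized to NEM inhibition, concentration-response curves fitted.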
ASM inhibitor = Inhibitors of Secretory Acid Sphingomyelinase (S-ASM): qHTS | Sphingomyelin phosphodiesterase (Homo sapiens), P17405 | placental ASM, HMU-PC fluorogenic substrate, 60 min | Potency, µM (series often up to 57.5 µM), for inactives: top-dose activity change, negative = inhibition, hits mostly inhibitors | 340,000 compounds, 0.006% hits | AID 504937, 2011; note: potency is the fitted concentration of half-maximal effect
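Human placenta-derived ASM preincubated with compound 10 min at room temperature, then reacted with 9 uM (final) fluorogenic HMU-PC substrate for 60 min at 37 C. Stop solution raises pH to 10; fluorescence read at Ex 386/Em 447 nm.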
TSHR antag = Antagonists of the Thyroid Stimulating Hormone Receptor: HTS campaign; Thyrotropin receptor (Homo sapiens), P16473; TSHR-expressing cells, TSH-stimulated cAMP HTRF, 2 h; stronger effect = lower value; activity change, negative = inhibition, % at 11.5 µM; 330,000 compounds, 0.2% hits;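 active = activity change below a set negative limit, meaning inhibition stronger than a set level, cut at about -70% in these data; inconclusive = activity change between two set negative limits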; note: % is set by controls: 0 for no effect and ±100 for the full control effect
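Read-out is FRET at 665 nm (cryptate excitation 337 nm) from a cryptate-tagged anti-cAMP antibody, competed by cell cAMP against cAMP-d2. Compounds are tested on freshly harvested TSHR cells challenged with 4nM TSH (EC80) for 2 hours at 37 deg C.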
hERG WT inh = qHTS for Inhibitors of KCHN2 3.1: Wildtype qHTS; Voltage-gated inwardly rectifying potassium channel KCNH2 (Homo sapiens), Q12809; U2OS, BacMam KCNH2, thallium flux FluxOr; stronger effect = lower value; activity change, % at 1.84 µM; 340,000 compounds, 0.37% hits;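 active = maximum activity change below -70%; inconclusive = maximum activity change between -70% and -50%; inactive = maximum activity change above -50%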; note: % is set by controls: 0 for no effect and ±100 for the full control effect
Target sequence (Q12809 whole entry, looked up): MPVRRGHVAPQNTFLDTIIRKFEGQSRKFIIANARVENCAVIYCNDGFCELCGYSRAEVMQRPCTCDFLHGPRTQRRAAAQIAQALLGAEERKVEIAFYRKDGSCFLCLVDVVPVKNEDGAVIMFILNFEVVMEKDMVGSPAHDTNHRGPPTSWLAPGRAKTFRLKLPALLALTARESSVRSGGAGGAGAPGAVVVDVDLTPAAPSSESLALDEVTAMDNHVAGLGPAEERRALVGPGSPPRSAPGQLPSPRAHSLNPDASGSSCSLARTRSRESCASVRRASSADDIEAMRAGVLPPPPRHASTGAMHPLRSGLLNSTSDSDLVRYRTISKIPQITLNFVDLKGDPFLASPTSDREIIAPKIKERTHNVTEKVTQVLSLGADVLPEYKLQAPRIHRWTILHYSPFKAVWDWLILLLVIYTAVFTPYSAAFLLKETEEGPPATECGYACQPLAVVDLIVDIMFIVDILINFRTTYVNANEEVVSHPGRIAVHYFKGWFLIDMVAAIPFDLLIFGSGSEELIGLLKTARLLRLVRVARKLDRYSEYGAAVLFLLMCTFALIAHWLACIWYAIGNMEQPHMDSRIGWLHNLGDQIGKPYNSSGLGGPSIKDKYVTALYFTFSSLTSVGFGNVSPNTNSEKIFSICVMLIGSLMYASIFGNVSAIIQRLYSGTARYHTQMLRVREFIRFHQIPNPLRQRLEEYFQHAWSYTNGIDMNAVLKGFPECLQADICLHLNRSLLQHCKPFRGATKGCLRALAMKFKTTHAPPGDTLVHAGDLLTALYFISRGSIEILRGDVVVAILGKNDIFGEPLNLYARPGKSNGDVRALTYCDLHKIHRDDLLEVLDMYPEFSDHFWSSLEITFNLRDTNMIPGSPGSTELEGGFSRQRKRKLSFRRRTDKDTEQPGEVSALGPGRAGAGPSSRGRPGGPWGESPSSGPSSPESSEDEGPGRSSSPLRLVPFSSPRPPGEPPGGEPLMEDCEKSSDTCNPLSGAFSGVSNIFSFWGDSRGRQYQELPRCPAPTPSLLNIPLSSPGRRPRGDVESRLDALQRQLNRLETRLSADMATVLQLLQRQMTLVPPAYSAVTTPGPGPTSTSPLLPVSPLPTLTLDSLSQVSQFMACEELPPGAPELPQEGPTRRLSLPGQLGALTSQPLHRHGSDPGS
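U2OS cells were transduced with wild-type KCNH2 virus (2.03 x 10^8 / mL) for 4 h at room temperature, then cultured overnight at 37 C. Thallium flux was read with FluxOr dye. Rate constants were normalized to DMSO controls.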
Menin MLL FP TR = qHTS Assay for Inhibitors Targeting the Menin-MLL Interaction in MLL Related Leukemias: Competition With Texas Red Labeled MLL-derived Mutant Peptide; 270,000 compounds, 0.23% hits; Potency, µM (titrated, usually from 61.6 µM), for inactives: at the highest dose FP activity change, negative = inhibition, most hits filed as inhibitors; AID 1768, 2009; Menin + Texas Red MLL mutant peptide, fluorescence polarization; O00255; active = well fitted inhibition curve with a large enough effect in the polarisation, with a control signal flat, not every such curve was filed as active; inconclusive = small, poorly fitted or top-dose-only effect, or effect the other way, or a change in a side signal; inactive = no such curve, though single readings can be large or run the other way; the % refers to the polarisation; note: potency is the fitted concentration of half-maximal effect; % of control where 0% means no effect; many of its hits are not listed in these tables
MBNL1-CUG inh = qHTS Assay for Inhibitors of MBNL1-poly(CUG) RNA binding. AID 2675, 2010. Potency, µM (series often up to 57.5 µM), without a hit: top-dose activity change, negative = inhibition, actives largely listed as inhibitors. Muscleblind-like protein 1 (Homo sapiens), Q9NR56. TR-FRET MBNL1-His/biotin-(CUG)12 binding, 665/545 ratio. 280,000 compounds, 0.036% hits; active = well fitted inhibition curve with a large enough effect in the signal ratio, with a control signal flat, not every such curve was filed as active; inconclusive = small, poorly fitted or top-dose-only effect, or effect the other way, or a change in a side signal; inactive = no such curve, though single readings can be large or run the other way; the % refers to the signal ratio; note: potency is the fitted concentration of half-maximal effect; % is set by controls: 0 for no effect and ±100 for the full control effect
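Inhibition of protein-RNA binding appears as loss of TR-FRET between terbium anti-His antibody on MBNL1-His and streptavidin-XL665 on biotin-(CUG)12. Activity is normalized to buffer-only and uninhibited-complex controls.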
The depositor's hits bear a star; ? = inconclusive; / = not tested or not shown. Unless noted, calls come from the whole dose curve; as a rule, active = well fitted curve in the direction sought with a large enough effect; inconclusive = small, poorly fitted or top-dose-only effect, or another doubt; inactive = no such curve, though single readings can be large; an effect the other way counts as inactive or inconclusive.

smiles	PKM2 act	GALK inhibitor	BCR signal inh	Mito fusion yeast	Eya2 inh	USP2a block	ASM inhibitor	TSHR antag	hERG WT inh	Menin MLL FP TR	MBNL1-CUG inh
CCCN1CCN(C(=O)c2ccc(Sc3ccc(C)cc3)c(NC(C)=O)c2)CC1	3%	-1%	-5%	-3%	-32%	-4%	1%	7	12	?	-6%
CC1CCCN(C(=O)NC(=O)c2ccc(Cl)cc2)C1 (stereo not drawn)	-3%	-3%	5%	4%	3%	-1%	4%	9	-10	/	0%
Cc1ccc(NC(=S)N(CCCN2CCCC(C)C2)Cc2ccco2)cc1C (stereo not drawn)	-3%	-1%	?	0%	-11%	2%	1%	2	9	-6%	-2%
CCOc1ccc(-c2nnn(CC(=O)NCc3ccccc3)n2)cc1	-7%	2%	-19%	9%	-5%	-4%	-5%	-2	-14	1%	/
Cn1nc(C(F)(F)F)c(C(=O)Nc2ccc(Cl)cc2)c1Cl	-6%	3%	12%	8%	-8%	0%	-2%	0	3	16%	5%
COc1cc(NC(=O)CN2C(=O)NC(C)(c3ccc4ccccc4c3)C2=O)c(C)cc1[N+](=O)[O-] (stereo not drawn)	0%	1%	?	1%	2%	1%	-19%	13	-6	?	?
CCCC[C@H](CN(N=O)[C@@H](Cc1ccccc1)CN(C)N=O)N(CCc1ccccc1)N=O	-3%	-1%	19%	-2%	1%	-1%	0%	-1	-15	-11%	-10%
CCCc1nc(NCc2ccccn2)c2nnn(Cc3ccccc3F)c2n1	4%	-4%	3%	-18%	-10%	5%	-3%	3	7	?	4%
COc1ccc(CNC(=O)[C@@H](C)NC(=O)C2CCN(C(=O)[C@@H](N)CCSC)CC2)cc1	7%	/	10%	1%	-28%	4%	5%	7	10	-12%	-2%
Cc1ccsc1C(=O)Nc1ccc(S(=O)(=O)N2CCOCC2)cc1	/	/	-6%	6%	17%	1%	1%	-3	5	/	/
CCOc1ccc(OCC)c(S(=O)(=O)NCCOC23CC4CC(CC(C4)C2)C3)c1	0%	/	0%	10%	-1%	-7%	-1%	2	8	?	2%
CC1(C)CC(CC(=O)O)CC(C)(C)N1	-3%	0%	21%	9%	5%	0%	0%	-2	-19	-4%	1%
CS(=O)(=O)N(CC(=O)N1CCN(c2ccccc2F)CC1)c1ccc2c(c1)OCCO2	-2%	0%	-4%	2%	-19%	-1%	2%	-13	2	-1%	3%
CC1OC2(OC1C)C(=O)Nc1ccccc12 (stereo not drawn)	-2%	0%	-12%	-2%	-12%	1%	2%	0	-18	6%	0%
NC(=O)c1ccc2c(c1)S(=O)(=O)c1ccccc1C2=O	-18%	1%	5%	-2%	4%	4%	-1%	20	-6	?	?
CN(C)S(=O)(=O)c1ccc2c(c1)C(CC(=O)O)OC2=O (stereo not drawn)	1%	-3%	5%	0%	22%	0%	-2%	6	-4	7%	-3%
O=C1C2C3C=CC(CC3)C2C(=O)N1c1ccc(Cl)cc1 (stereo not drawn)	1%	3%	0%	7%	12%	1%	-2%	21	3	-1%	-5%
COc1ccc(/C=N/NC(=O)c2cccnc2)cc1COc1ccc(NC(C)=O)cc1	1%	-3%	?	2%	-27%	6%	-2%	-2	6	/	?
Cc1cc(Br)cc2c1NC(=O)C2(O)CC(=O)c1ccco1 (stereo not drawn)	-2%	-1%	?	0%	-10%	2%	1%	-20	/	-10%	-6%
Cc1nnc(SCC(=O)NCC2CCCO2)n1Cc1ccccc1 (stereo not drawn)	/	/	2%	/	-5%	0%	2%	-2	0	/	/
COc1ccc(CN2CCN(S(=O)(=O)c3ccc(F)cc3)CC2)c(OC)c1OC	0%	2%	-3%	0%	4%	4%	1%	-15	12	-1%	-4%
CCN(CC)S(=O)(=O)c1cc(NC(=O)CSc2nccn2C)ccc1C	0%	-2%	-5%	-3%	-15%	-1%	6%	1	6	-17%	-5%
COc1ccc(C(c2sc3nc(C)nn3c2O)N2CCC(O)CC2)cc1OC (stereo not drawn)	-1%	4%	-15%	-4%	-21%	3%	0%	-7	-9	10%	?
CC(C)C1Nc2ccc(S(N)(=O)=O)cc2C2C=CCC21 (stereo not drawn)	11%	-1%	-4%	4%	-5%	1%	-1%	2	-2	?	22%
O=C(COC(=O)C1CCN(S(=O)(=O)c2ccc3c(c2)OCCO3)CC1)Nc1cccc2ccccc12	29%	0%	-6%	-1%	1%	1%	6%	-10	2	-5%	1%
CN(C)C(=O)/C(=C\c1cccc(Oc2ccccc2)c1)NC(=O)c1ccccc1	4%	-3%	5%	13%	-14%	1%	2%	4	-9	6%	-2%
CCCCCC(=O)NC(=S)Nc1ccc(N2CCOCC2)cc1	0%	-3%	?	-11%	-3%	-5%	1%	-9	-19	?	?
CCOC(=O)/C=C/C(=O)Nc1ccc(S(=O)(=O)N2CCc3ccccc32)cc1	2%	-5%	?	0%	4%	-1%	-2%	-25	-1	?	5%
CCC(=O)N1c2ccccc2NC2=C(C(=O)CCC2)C1c1ccco1 (stereo not drawn)	5%	-1%	-6%	-4%	-4%	1%	0%	21	-1	-5%	-1%
COc1ccc(NC2CCCN(C(=O)c3ccc4nc(C)c(C)nc4c3)C2)cc1OC (stereo not drawn)	/	1%	2%	-21%	-1%	2%	3%	-17	-15	1%	15%
CC(C)(O)c1cn(-c2nonc2N)nn1	0%	-2%	-5%	-2%	0%	0%	-3%	11	-2	6%	-3%
Cc1ccc(Cn2nnc3c(=O)n(CC(=O)N4CCCc5ccccc54)cnc32)cc1	-1%	0%	-3%	3%	-5%	0%	0%	11	4	2%	3%
CCOc1cc(CNCc2cccs2)cc(Br)c1OC	2%	-2%	10%	-7%	0%	-2%	0%	16	17	-8%	-3%
Fc1cccc(Nc2ncnc3sc4c(c23)CCC4)c1	0%	/	?	19%	-2%	-1%	0%	-13	2	4%	-5%
CC(C)Sc1nc2sc3c(c2c2nnc(SCC(=O)NCc4ccco4)n12)CCCC3	-1%	-1%	10%	10%	-30%	1%	-10%	-14	10	-9%	-3%

A portion of the library; count on the stated rates, not on these rows.
